# Insulin prom up = MIN6 insulin promoter up-regulation. MIN6 insulin promoter-GFP reporter, high-content imaging; stronger effect = higher value. z-score at 5 µM. hit rate 0.3% among 190,000;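 active = z-score above 3 at 5 µM with at least 500 cells counted in the well; inconclusive = wells under 500 cells, flagged as cytotoxic or low count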
# ER stress rescue = rescue of cells from ER stress-induced death, primary screen, 384-well, CSM14.1, thapsigargin, ATP luminescence (AID 1222) | CSM14.1 thapsigargin-induced death rescue, ATP luminescence; higher % means a stronger effect | 190,000 tested, under 10 active | cellular ATP content (survival), % at 20 µM; hits with a dose series show EC50 in µM;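 active = EC50 below 50 µM in the dose-response confirmation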;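 also: death triggered by thapsigargin at about 15 µM added after 2 h compound pretreatment; cell ATP read after overnight thapsigargin exposure of roughly 18 to 22 hours; normalized against plate controls of thapsigargin alone and 5% DMSO vehicle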
# human PMI inhibition = MPI enzyme activity inhibition – biochemical, fluorescence intensity, coupled assay, primary screen (AID 1209) | purified PMI enzyme, coupled fluorescence intensity; higher % means a stronger effect | one-dose inhibition, % at 20 µM; IC50 in µM for titrated hits | hit rate 0.42% among 190,000;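 also: plate controls were DMSO vehicle for no effect and wells lacking substrate for full effect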
# West Nile virus CPE = West Nile virus antiviral activity, cell-based, CPE readout (AID 1621). hit rate 0.02% among 290,000. West Nile virus-infected cells, CPE inhibition; higher % means a stronger effect. CPE inhibition, % at 10 µM; hits with a dose series show IC50 in µM; in the data active = a potency from the dose series; inconclusive = CPE inhibition mostly from about 3.7% at the one dose, without a potency; inactive = the rest, 99 in 100 with CPE inhibition below about 2.2%; also: strong numbers were not always called active
# TNAP activation fold = stimulation of alkaline phosphatase TNAP activity – biochemical, luminescent, no phosphate acceptor, uHTS, primary screen (AID 1001). purified TNAP, luminescent activation assay, no phosphate acceptor; higher activation fold means a stronger effect. activation fold at 20 µM, or EC50 in µM where a hit was titrated. hit rate 0.03% among 200,000; in the data active = activation fold from about 3, or a potency from the dose series; inactive = the rest, 99 in 100 with activation fold below about 1.6; also: many of its hits are not listed in these tables
# Large T inhibition = TAg ATPase/helicase activity blockers – biochemical (AID 1903). one-dose inhibition, % at 20 µM; IC50 in µM for titrated hits. SV40 large T antigen ATPase/helicase inhibition assay; higher % means a stronger effect. hit rate 0.39% among 310,000; in the data active = a potency from the dose series; inconclusive = inhibition mostly from about 32% at the one dose, without a potency; inactive = the rest, 99 in 100 with inhibition below about 32%; also: strong numbers were not always called active
# RSV antiviral HEp-2 = RSV antiviral activity via CPE protection, HEp-2 cells, primary 10 µM value included (AID 2391) | one-dose CPE inhibition, % at 10 µM; IC50 in µM for titrated hits | HEp-2 cells, RSV-induced CPE inhibition; higher % means a stronger effect | hit rate 0.13% among 310,000; in the data active = a potency from the dose series; inconclusive = CPE inhibition mostly from about 23% at the one dose, without a potency; inactive = the rest, 99 in 100 with CPE inhibition below about 21%; also: strong numbers were not always called active
# PhoP inhibition = inhibitors of PhoP regulon expression, primary screen, Salmonella Typhimurium, GFP reporter (AID 1863) | hit rate 0.16% among 300,000 | inhibition, % at 50 µM, or IC50 in µM where a hit was titrated | S. Typhimurium PhoP-regulated promoter GFP reporter, 4 h; higher % means a stronger effect;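 active = inhibition over 29.93%, a cutoff 3 SD above the screen mean, later confirmed by dose response; inconclusive = inhibition over 29.93% but no dose response follow-up; inactive = inhibition at most 29.93% or unconfirmed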;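 also: 0% = low Mg2+ inducing control and 100% = high Mg2+ repressing control; strong numbers were not always called active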
# PMI inhibition = MPI inhibition at elevated mannose 6-phosphate – biochemical, fluorescence intensity, high mannose 6-phosphate, primary screen (AID 1220) | recombinant PMI enzyme, coupled fluorescence intensity; higher % means a stronger effect | hit rate 0.66% among 190,000 | inhibition, % at 20 µM; hits with a dose series show IC50 in µM
# Insulin prom up cell count = also measured in Insulin prom up; calls as there; cell count; measured here: cytotoxicity, nuclei count;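 total cells summed across four imaged fields per well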
# The depositor's hits bear a star; ? = inconclusive; / = not tested or not shown; & = joins results of further samples. Rule as the data show it, unless noted: active = inhibition above about 50%; inactive = the rest.
SMILES,Insulin prom up,Insulin prom up cell count,ER stress rescue,human PMI inhibition,West Nile virus CPE,TNAP activation fold,Large T inhibition,RSV antiviral HEp-2,PhoP inhibition,PMI inhibition
CN(C)/C=N/NC(=O)c1ccc(Cl)cc1,-0.16,1214,0.2%,-2%,0.2%,1.1,7%,-1.1%,-1%,-2%
COc1cccc(-n2ccnc2SCC(=O)NCc2ccccc2)c1,-0.33,1410,0.0%,0%,-0.3%,1.1,7%,1.4%,-2%,-2%
O=C(NNc1ncc(C(F)(F)F)cc1Cl)c1ccc(Cl)c(Cl)c1,0.05,1423,/,/,-0.5%,/,9%,3.5%,5%,/
CCCCCCc1c(O)c2ccccc2[nH]c1=O,0.26,1885,2.0%,14%,-0.6%,1.1,11%,1.5%,0%,15%
CCOC(=O)c1cc2cc([N+](=O)[O-])ccc2oc1=O,/,/,/,/,0.7%,/,13%,-0.8%,2%,/
CC(=O)Nc1ccc2c(CSc3nnc(N)s3)cc(=O)oc2c1,-0.49,1523,/,/,-0.2%,/,8%,112%,-6%,/
CC(C)(C)NC(=O)NC(=O)CN1C(=O)NC(c2ccccc2)(c2ccccc2)C1=O,/,/,/,/,-0.1%,/,10%,4.0%,-1%,/
O=C(OCCOc1cccc(Cl)c1)C1CCN(S(=O)(=O)c2ccccc2)CC1,/,/,/,/,0.0%,/,21%,0.9%,1%,/
Cc1ccc(S(=O)(=O)NC(=O)COc2ccccc2C)c(C)c1,/,/,/,/,-0.1%,/,30%,3.0%,-5%,/
O=C(Nc1ccccc1)C1CCCCN1S(=O)(=O)c1ccccc1 (stereo not given),-0.31,1279,-1.9%,-3%,-0.5%,1.1,4%,-0.2%,6%,-4%
CCNS(=O)(=O)c1ccc(CCC(=O)NCc2ccc3c(c2)OCO3)cc1,/,/,/,/,-1.1%,/,9%,1.7%,-5%,/
O=C(Nc1ccc(F)cc1)c1nc[nH]c1C(=O)O,/,/,/,/,0.1%,/,-1%,1.2%,-4%,/
Brc1nc(Br)n(Cc2ccccc2)n1,0,1576,-0.7%,0%,0.1%,1.1,8%,2.5%,-5%,2%
O=c1c(-c2ccc(Cl)cc2)c[nH]n1-c1ccccc1,/,/,/,/,-0.4%,/,3%,1.3%,26%,/
CCCCn1c(N)c(Sc2ccccc2)c(=O)[nH]c1=O,-0.93,965,3.8%,-3%,0.5%,1.1,15%,0.2%,5%,-5%
CCN(CC)S(=O)(=O)c1ccc(OC)c(NC(=O)c2cc3c(=O)n4ccccc4nc3s2)c1,-0.23,1482,-0.1%,10%,1.3%,1.1,4%,0.6%,9%,14%
COC(=O)CSc1nc(C)c2c(n1)CCCC2,0.04,1428,1.6%,1%,0.2%,1.1,25%,4.3%,-5%,-8%
CCOc1ccc(N/C=C/C(=O)c2ccc(C)cc2)c([N+](=O)[O-])c1,-2.3,708,-1.5%,-3%,-0.5%,0.9,2%,0.2%,5%,-5%
CC1CC(C)CN(c2nc(N(C)c3ccccc3)nc(N)c2[N+](=O)[O-])C1 (stereo not given),-0.23,1055,/,/,-0.5%,/,10%,15%,-12%,/
COc1ccc(S(=O)(=O)N2CCC(C(=O)NCCC(=O)Nc3ccc(Cl)cc3)CC2)cc1,/,/,/,/,0.2%,/,9%,-1.1%,4%,/
CC1(C)C(C#N)=C(N)Oc2c1c(=O)oc1ccccc21,0.36,966,/,/,-0.1%,/,22%,?,/,/
COc1ccccc1COc1ccc2c(C)c(CC(=O)O)c(=O)oc2c1C,/,/,/,/,0.3%,/,4%,1.3%,-5%,/
CCc1c(C)nc2cc(-c3cc(OC)cc(OC)c3)nn2c1N1CCN(CCN2CCOCC2)CC1,-1.2,631,-0.8%,-7%,-0.2%,1,8%,-0.4%,-4%,-4%
Cc1cc(C)n(CCC(=O)Nc2ccc(-c3ccno3)cc2)n1,/,/,/,/,0.3%,/,6%,1.0%,-10%,/
Cc1ccc(C(=O)Nc2ccccc2)cc1S(=O)(=O)Nc1ccc(Cl)cn1,/,/,1.3%,4%,1.1%,1,6%,11%,-3%,-4%
Cc1ccc(-n2ncc(C(=O)N3CCN(C(=O)c4ccco4)CC3)c2-n2cccc2)cc1,/,/,/,/,1.5%,/,10%,7.4%,-6%,/
O=C(c1ccccc1)c1cnc2ccc(Cl)cc2c1N1CCOCC1,-0.32,1213,0.2%,-20%,0.1%,1,11%,-0.6%,4%,-9%
Cc1ccc(NC(=O)c2cc(S(=O)(=O)NCCC3=CCCCC3)ccc2F)cc1,0.35,1024,-1.7%,25%,0.0%,1,2%,21%,8%,16%
CCN1CCN(C(=O)C2CCN(S(=O)(=O)c3cc(Cl)ccc3Cl)CC2)CC1,/,/,/,/,-0.5%,/,13%,-0.2%,1%,/
CCc1nnc(NC(=O)CCN2C(=O)/C(=C/c3cc(OC)c(OC)c(OC)c3)SC2=S)s1,/,/,/,/,-0.6%,/,2%,0.3%,-4%,/
Cc1ccccc1-c1nc(CS(=O)CC(=O)NC(C)CCc2ccccc2)c(C)o1 (stereo not given),/,/,/,/,0.4%,/,13%,16%,-9%,/
COc1ccc2c(c1)CCC1=C2NC(=S)NC1c1ccc(N(C)C)cc1 (stereo not given),-0.38,1361,1.7%,13%,-1.8%,1,23%,3.1%,1%,30%
O=C(OCC(=O)N1CCN(C(=O)c2ccco2)CC1)c1cc(-c2ccccc2)nc2ccccc12,-0.08,888,3.2%,8%,0.3%,0.9,10%,4.4%,2%,-1%
COc1ccc(NC(=S)Nc2ccccc2)cn1,0.65,1402,-0.2%,4%,-0.3%,1.1,4%,1.4%,9%,8%
CC/C(=N\NS(C)(=O)=O)c1ccccc1,-0.31,881,-4.5%,-7%,-0.2%,1.1,-2%,0.4%,7%,-16%
COc1ccccc1C(=O)NNC1CC(=O)N(c2ccc3c(c2)OCCO3)C1=O (stereo not given),0.73,1653,1.1%,-3%,0.6%,1.1,5%,0.3%,18%,-6%
COc1ccccc1S(=O)(=O)Cc1ccc(C(=O)NCc2ccc3c(c2)OCO3)o1,0.35,907,0.1%,-9%,-0.4%,1,2%&12%,2.1%,2%,0%
CCOC(=O)N1CCC(c2cc(=O)n3[nH]cc(C(=O)OC)c3n2)CC1,-0.82,2010,-2.1%,14%,0.3%,1.2,5%,1.4%,-1%,15%
COC(=O)CCC(=O)N1CCCC(N2CCN(c3ccc(OC)cc3)CC2)C1 (stereo not given),/,/,/,/,-0.2%,/,18%,-0.2%,7%,/
COc1cc([N+](=O)[O-])cc(/C=N/NC(=O)Cn2nccc2C)c1O,/,/,/,/,0.2%,/,11%,3.7%,28%,/
COc1ccc(S(=O)(=O)n2cnc3cc(C)c(C)cc32)cc1C,-0.24,1107,/,14%,-0.4%,1,2%,6.0%,-10%,12%
Cc1nn(CC(=O)NCCN2CCOCC2)c(C)c1[N+](=O)[O-],-0.2,1259,-2.3%,-14%,-0.1%,1,7%,1.2%,13%,-11%
CCCCOC(=O)Nc1nc2ccccc2s1,-0.96,1673,-1.6%,0%,-0.1%,1.1,8%,0.7%,11%,2%
CCc1sc(N(C(=O)Cc2ccccc2)c2ccc(F)cc2)nc1-c1ccccc1,-0.51,978,4.5%,14%,-0.5%,1.1,-6%,2.4%,4%,13%
CCC(=O)NCCc1nc2cc(NC(=O)c3ccc(Cl)cc3)ccc2n1C,/,/,/,/,0.1%,/,4%,16%,-4%,/
CC1(C)CC(=O)C2=C(C1)Nc1nc(SCCN3CCOCC3)[nH]c(=O)c1C2c1cccs1 (stereo not given),1.4,921,-3.3%,-12%,0.5%,1.1,7%,1.1%,-5%,-14%
Cc1cccc(OCC(=O)NC2CCCc3ccccc32)c1C (stereo not given),-0.47,1424,0.4%,2%,-1.6%,1,5%,15%,-7%,6%
COc1cc(/C=N/NC(=O)C(=O)N2CCCCCC2)ccc1O,/,/,/,/,0.8%,/,?,-0.1%,0%,/
O=C(NCCc1c[nH]c2ccccc12)C(=O)NCC(c1ccco1)N1CCN(c2ccccc2)CC1 (stereo not given),-0.29,1347,-2.2%,11%,-0.4%,1.2,7%,5.4%,-10%,-2%
CS(=O)(=O)N(CC(=O)Nc1ccccc1Sc1ccccc1)c1ccc(F)cc1,-0.41,1321,-0.5%,21%,-0.5%,1.1,10%,/,2%,15%
O=C(Nc1ccc(OC(F)F)c(Cl)c1)Nc1ccc2c(c1)OCO2,0.15,1239,/,20%,-1.5%,1.1,3%,2.8%,-11%,16%
CCNS(=O)(=O)c1ccc(NC(=O)c2ccccc2)cc1,-0.85,1038,0.7%,-11%,0.1%,1,8%,-0.2%,-3%,-12%
CC(=O)[C@@H]1[C@@H](C(=O)c2ccccc2)[C@]2(C(=O)Nc3ccccc32)[C@H]2C=Cc3cc(F)ccc3N12,-0.04,1306,-1.3%,13%,-0.1%,1.1,9%,2.4%,0%,18%
COc1ccc(NC(=O)c2cc3cc(OC)ccc3oc2=N)cc1,0.76,1277,4.2%,23%,-1.1%,1.1,2%,-0.3%,0%,16%
COc1cc(C(=O)NC(=S)Nc2ccc(Cl)c(C(=O)O)c2)cc(OC)c1OC,1.2,1677,-1.6%,-3%,0.3%,1.1,1%,1.9%,3%,-6%
Cc1cc2oc(C(=O)Nc3ccc(S(N)(=O)=O)cc3)c(C)c2cc1Cl,0.17,1481,-0.4%,-2%,-0.2%,1,6%,-0.2%,0%,-10%
Cc1ccc2nc3c(cc(C#N)c(=O)n3CC3CCCO3)c(=O)n2c1 (stereo not given),-0.16,1023,-0.2%,0%,-0.6%,1.2,15%,/,1%,15%
Cc1cc(NC(=O)CSc2nnc(-c3cccnc3)n2Cc2ccccc2)no1,-1,1221,1.9%,3%,1.4%,1,4%,1.6%,-5%,1%
O=C(NN1CCN(Cc2ccccc2Cl)CC1)c1ccc(Br)cc1,0.16,1099,-1.0%,-9%,-0.7%,1,9%,3.6%,6%,6%
COc1cc(CCC(=O)Nc2sccc2C#N)cc(OC)c1OC,/,/,/,/,-0.1%,/,-8%,1.1%,-1%,/
O=[N+]([O-])c1ccc(O)c(C=Nc2ccc3oc(Cc4ccc(Cl)cc4)nc3c2)c1,0.87,1154,1.5%,32%,0.1%,0.9,10%,0.3%,7%,61%*
CCOc1ccc2nc(NC(=O)C(CC)Sc3nc(C)cc(=O)[nH]3)sc2c1 (stereo not given),0.11,1191,-3.3%,7%,0.9%,1,14%,4.2%,-3%,-2%

# Screens deposited in PubChem by several laboratories.
